Bioassay records as filed in PubChem.
TLR9-MyD88 block = inhibitors of TLR9-MyD88 association in cells, primary screen, cell-based, CHO, BLA complementation, fluorescence; Toll-like receptor 9 (Homo sapiens) + Myeloid differentiation primary response protein …; CCF4 FRET ratio; inhibition, % at 4.98 µM; 340,000 tested, 0.21% active; AID 504734, 2011;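 active = inhibition above the mean over all tested compounds plus 3 SD, cut at about 21% in these data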;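 also: 0% = DMSO only wells and 100% = clavulanate BLA inhibitor control wells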
NOD2-RIPK2 inh = NOD2-RIPK2 binding disruptors in cells, primary screen, fluorescence, CHO cells, BLA complementation; Receptor-interacting serine/threonine-protein kinase 2 (Homo sapiens), O43353; CCF4 ratio; inhibition, % at 4.98 µM; 360,000 tested, 0.38% active; AID 624267, 2012; in the data active = inhibition above about 21%;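 also: 0% = vehicle only and 100% = reference blocker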
MC4R antagonist = MC4R antagonists of cAMP signaling, primary screen, cell-based, TR-FRET, antagonist arm of biased-ligand search; MC4R-expressing cells, MTII-stimulated cAMP, LANCE TR-FRET; 360,000 tested, 0.48% active; AID 540295, 2011; inhibition, % at 6.5 µM;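 active = inhibition above its plate's cutoff, the mean of tested wells on that plate plus 3 SD, cut at about 29% in these data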;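 also: 0% = Melanotan II alone and 100% = Melanotan II plus saturating MCL0020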
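System: U2OS cells stably expressing human melanocortin 4 receptor (MC4R). Reagent: Melanotan II challenge after compound preincubation. Doses: 6.5 µM. Times: 30-min compound, 1-h challenge, 1-h detection, room temperature. Measured by: TR-FRET with Eu-cAMP and labeled anti-cAMP, 671 nm. Replicates: singlicate.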
NCOA2 inhibitor = inhibition of GAL4-SRC2 driven luciferase reporter, primary screen, SRC2 inhibitor project, cell-based, luminescence. AID 651957, 2012. 370,000 tested, 0.17% active. inhibition, % at 9 µM. HEK293 GAL4-SRC2 luciferase reporter;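 active = inhibition above the mean inhibition of all tested compounds plus 3 SD, set per campaign, cut at about 52% in these data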;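 also: 0% = DMSO treated cells and 100% = cells given Gossypol at 36 µM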
MC4R barr agon = MC4R agonists recruiting beta-arrestin, primary screen, cell-based, luminescence, agonist arm of biased-ligand search; Melanocortin receptor 4 (Homo sapiens), P32245; U2OS MC4R beta-arrestin complementation; percent of melanotan II response, DMSO zero; activation, % at 8.9 µM; 360,000 tested, 0.98% active; AID 540308, 2011;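 active = activation above a per-plate cutoff, the mean activation of sample wells on that plate plus 3 SD, cut at about 8% in these data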
NR5A2 inv ag = LRH-1 (NR5A2) inverse agonists, primary screen, cell-based, luminescence, HEK293T, StAR-luciferase reporter; LRH-1 transfected, 24 h; inhibition, % at 3.6 µM; 360,000 tested, 0.13% active;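 active = inhibition above the mean inhibition of all tested compounds plus 3 SD, cut at about 73% in these data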;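 also: 0% = DMSO wells and 100% = reporter-only cells lacking LRH-1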
LMP1 NFkB inh = EBV LMP1-driven NF-kappaB luciferase reporter inhibitors, primary screen, cell-based, luminescence, single point; LMP1-induced NF-kappaB luciferase reporter cells; inhibition, % at 12.5 µM; 350,000 tested, 0.69% active; AID 504558, 2011; in the data active = inhibition above about 41%;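 also: 0% = neutral control wells and 100% = reference inhibitor control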
SRC1 inh = SRC1 coactivator transcriptional activity inhibitors, primary screen, cell-based, luminescence; Nuclear receptor coactivator 1 (Homo sapiens), Q15788; HEK293 GAL4-SRC1 luciferase reporter; inhibition, % at 3.6 µM; 360,000 tested, 0.12% active; AID 588354, 2011;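 active = inhibition above the campaign mean plus 3 SD, with each screening campaign given its own cutoff, cut at about 60% in these data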;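 also: 0% = DMSO treated cells and 100% = gossypol at 36 µM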
NCOA3 inh = SRC3 coactivator transcriptional activity inhibitors, primary screen, cell-based, luminescence; HEK293 GAL4-SRC3 luciferase reporter; inhibition, % at 3.6 µM; 360,000 tested, 0.17% active; AID 588352, 2011;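 active = inhibition above a per-campaign cutoff, the mean of all compounds plus 3 SD, cut at about 60% in these data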;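 also: 0% = DMSO-treated cells and 100% = gossypol-treated cells at 36 µM; higher means less SRC3-driven luciferase light from the GAL4 reporter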
ABHD5 PLIN5 PPI = ABHD5-PLIN5 interaction inhibitors, primary screen, cell lysate, split luciferase complementation, luminescence | Split G. princeps luciferase complementation, 4 h | inhibition, % at 4 µM | 360,000 tested, 0.78% active;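 active = inhibition above the mean inhibition across every tested compound plus 3 SD, cut at about 22% in these data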;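 also: 0% = DMSO only wells and the 100% control is not disclosed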
COUP-TFII inh = NR2F2 transcriptional activity inhibitors, primary screen, cell-based, luciferase reporter, HEK293T, luminescence; HEK293T NGFI-A luciferase reporter; AID 686940, 2013; 370,000 tested, 0.7% active; inhibition, % at 8.6 µM; COUP transcription factor 2 (Homo sapiens), P24468;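 active = inhibition above a per-plate cutoff, mean inhibition of test wells between control levels plus 3 SD, cut at about 38% in these data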;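 also: cells cotransfected with COUP-TFII expression vector driving the NGFI-A reporter; 0% = median of COUP-TF2 test wells and 100% = reporter-only cells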
* hit, by the source's call; x = no result given. The list is partial; the hit share may differ from the screen's.

TLR9-MyD88 block	NOD2-RIPK2 inh	MC4R antagonist	NCOA2 inhibitor	MC4R barr agon	NR5A2 inv ag	LMP1 NFkB inh	SRC1 inh	NCOA3 inh	ABHD5 PLIN5 PPI	COUP-TFII inh	mol
-6	7	-2	-14	-1.6	9	0	-44	5	-3	3	CCN(CCn1cccn1)C(=O)CC1C(=O)NCCN1Cc1ccc(F)cc1 (configuration not stated)
3	-3	5	-9	-2.5	-11	-7	2	12	-9	4	CCCCn1c(SC(C)C(=O)NCC2CCCO2)nc2cc(C(=O)OC)ccc2c1=O (configuration not stated)
x	-1	3	-36	-1.0	-33	x	-27	-26	-10	-28	O=C(Nc1nnc([C@H]2C[C@H](O)[C@@H](CO)O2)s1)Nc1ccc(F)cc1F
-6	-11	-6	10	-2.0	1	2	-2	-27	3	13	CC(=O)Nc1nnc(Cc2c[nH]c3ccccc23)s1
11	-7	11	-26	1.5	-56	-2	-16	-20	11	-16	Cc1ccc(C(=O)CCC(=O)Nc2ncccc2O)cc1
-7	-6	-1	-3	-0.3	-23	-18	-9	2	0	13	O=C1c2ccccc2C(=O)N1CCCc1c[nH]c2ccc(Cl)cc12
-7	-1	5	0	-1.8	8	9	4	-1	0	-2	O=C(CO/N=C/c1ccccc1O)NNC(=O)c1ccccc1Cl
-6	-7	12	-13	-1.0	7	6	11	5	-4	-9	CC(=O)Nc1sc(C)c(C)c1C(=O)OCC(=O)Nc1ccc(S(N)(=O)=O)cc1
-2	-1	-6	-35	0.1	-4	-9	-8	12	3	4	Cc1ccc(OCc2nnc(SC(C)C(=O)O)n2Cc2ccccc2)cc1 (configuration not stated)
-2	1	5	-21	-3.3	1	9	4	-5	-6	11	O=C(COC(=O)CCc1ccc(S(=O)(=O)N2CCOCC2)cc1)NC(=O)NC1CCCCC1
14	-8	2	-8	-0.9	-8	1	10	-11	5	-14	O=C(O)c1ccc(NC(=O)c2ccc3c(c2)C(=O)N(c2ccccc2)C3=O)cc1
-4	1	0	-5	-1.8	-8	-10	1	15	-4	7	Cc1nnc(SCc2cccc([N+](=O)[O-])c2)[nH]c1=O
4	-7	4	14	-2.0	8	-4	-7	8	-1	2	O=C(Nc1cccc(-c2cscn2)c1)C1CCN(Cc2ccc(CO)o2)CC1
2	2	1	-17	-1.1	-12	2	-26	-12	-1	-2	Cc1ccc2c(c1)[nH]c1c(=O)n(Cc3ccccn3)cnc12
-13	-3	28	-17	0.2	46	-8	-2	6	7	-5	O=C(C[n+]1ccc(Cc2ccccc2)cc1)Nc1ccc([N+](=O)[O-])cc1Cl
-4	-41	8	-6	-2.0	-11	4	0	-12	-4	-2	CCOCC(=O)Nc1c(C(=O)N2CCN(c3ncccn3)CC2)oc2ccccc12
-5	-4	23	7	-1.4	4	3	-2	2	1	5	O=c1c(-c2n[nH]c(=S)o2)cccn1Cc1ccccc1
-8	6	21	x	3.8	2	1	-29	13	-2	x	Cc1cc(C)cc(CSCC(=O)N/N=C/c2ccc(OCC(=O)NCc3ccco3)cc2)c1
-2	6	5	32	-1.9	2	6	-5	0	4	16	COc1ccc(S(=O)(=O)N2CCN(C(=S)NC3CCCCC3)CC2)cc1
-5	9	-2	13	-3.2	14	-10	5	-16	6	-2	Cc1cc(-c2ccc(C(C)C)c(S(=O)(=O)NCCN3CCC(C)CC3)c2)on1
-11	-9	4	-3	1.0	-4	0	-69	8	7	-19	O=C(Cn1nnc(-c2cccs2)n1)NCc1ccccc1
-2	-14	0	-18	-1.3	15	-7	-3	-10	-6	24	O=C(CN1C(=O)C2C3C=CC(C3)C2C1=O)NCCc1ccccc1Cl (configuration not stated)
x	-7	13	-41	3.1	-17	x	-74	-47	7	-27	OC(c1ccccc1)c1ncc(-c2ccc(Oc3ccccc3)cc2)[nH]1 (configuration not stated)
-8	-6	2	10	-0.6	15	2	2	3	2	19	O=C1CN(C(=O)CNC(=O)c2ccccc2Cl)c2ccccc2N1
-1	0	0	9	-1.3	-11	-3	3	5	1	-3	CC(C)c1ccccc1OCC(=O)N1CCCCCCC1

Just NCOA3 inh, NCOA2 inhibitor and MC4R antagonist, for some of the entries so far:
Molecule	NCOA3 inh	NCOA2 inhibitor	MC4R antagonist
O=C1CN(C(=O)CNC(=O)c2ccccc2Cl)c2ccccc2N1	3	10	2
CC(C)c1ccccc1OCC(=O)N1CCCCCCC1	5	9	0

Next structures.
TLR9-MyD88 block	NOD2-RIPK2 inh	MC4R antagonist	NCOA2 inhibitor	MC4R barr agon	NR5A2 inv ag	LMP1 NFkB inh	SRC1 inh	NCOA3 inh	ABHD5 PLIN5 PPI	COUP-TFII inh	mol
-2	-3	15	-22	-2.0	-7	-3	10	-8	-1	17	COc1cc(C2C3C(=O)N(c4ccc(F)cc4)C(=O)C3ON2c2ccccc2)ccc1O (configuration not stated)
1	-8	-25	0	-2.2	-8	7	-34	7	-4	-11	Fc1ccccc1/C=N/NC(=S)Nc1ccc(Cl)cc1Cl
5	-8	-1	1	0.8	4	8	-2	-3	-5	-4	Cc1c(NC(=O)C2CCCN2S(=O)(=O)c2ccccc2)c(=O)n(-c2ccccc2)n1C (configuration not stated)
-5	-2	1	-24	-1.6	-4	8	-2	16	1	0	COCCCNC(=O)c1ccc(Cn2c(=O)c3ccccc3n(Cc3ccccc3C)c2=O)cc1
1	-3	10	-4	-2.1	12	17	1	10	0	-1	COc1ccc(CCn2c(C)cc3c(c2=O)C(c2ccc4c(c2)OCO4)C(C#N)=C(N)O3)cc1OC (configuration not stated)
-5	4	-4	-50	0.1	-25	-37	-36	-19	1	4	COc1ccc(C(CNC(=O)c2ccc(-c3nc4ccccc4s3)o2)N2CCCC2)cc1 (configuration not stated)
5	8	9	4	-2.8	-7	-13	6	-5	-8	3	CCN(CC)C(=O)[C@H]1C[C@H](CC(=O)NCCCN(C)C)C(=O)N2CCc3c([nH]c4cc(CCC(=O)N(C)C)ccc34)[C@]12C
2	-6	1	-58	-2.2	4	-1	-13	-18	6	-7	Cc1cc(NC(=O)C(C)SCC(=O)Nc2nc3c(F)cc(F)cc3s2)no1 (configuration not stated)
-2	-6	6	-51	-0.2	-58	-4	-72	-43	7	-44	COc1ccc(C(=O)Nc2ccccc2C(=O)N/N=C/c2ccccc2OC)cc1
4	-5	5	15	-0.8	11	3	5	7	-2	14	O=C(C1CC1)N1N=C(C2CCCCC2)CC1(O)C(F)(F)F (configuration not stated)
-4	12	5	16	-0.5	6	0	-19	3	3	14	Cn1c(=O)c2c(nc(Oc3cccc(O)c3)n2C)n(C)c1=O
2	-7	3	-18	-2.8	15	-7	-3	12	-5	1	COc1ccc(-c2noc(CSc3nc4sc(C)c(C)c4c(=O)n3-c3ccccc3)n2)cc1
-6	-14	2	0	6.0	0	-30	2	0	-1	-1	OC(COc1ccc(Br)cc1)CN1CCN(c2ccccc2)CC1 (configuration not stated)
-4	4	3	-19	-1.0	-1	2	8	-22	1	-3	Cc1ccc2c(c1)N(CC(=O)NCCCN1CCOCC1)C(=O)c1cccnc1O2
-8	7	-1	0	-0.6	-4	2	-41	17	5	10	Cc1ccc(NC(=O)/C(=C\c2ccc3c(c2)OCO3)NC(=O)c2ccco2)cc1
-6	-16	-1	17	2.7	11	4	-7	11	-6	10	COc1cc(CNc2nc(C)c([N+](=O)[O-])c(C)c2C#N)cc(OC)c1
12	-12	-2	-1	-2.1	17	1	-16	9	3	-8	COC(=O)c1ccccc1C(=O)N1CCOCCOCCOCC1
11	-1	-5	13	-1.4	3	-8	-2	14	0	-10	O=C(O)CCC(=O)Nc1ccccc1Oc1ccccc1
2	6	2	-4	-3.0	15	2	0	13	-2	10	CSc1ccccc1NC(=O)CN(C)CC(=O)NCc1ccccc1
-3	0	2	-13	-0.4	55	-1	9	-23	4	-52	COC(=O)c1c(NC(=O)c2ccco2)sc2c1CCN(C(C)=O)C2
-7	2	0	16	0.4	4	-10	-7	10	3	-6	Cc1ccc(N2CN(Cc3cccnc3)CNC2=S)cc1
7	-6	7	15	-1.3	1	4	-13	20	0	11	O=C(NC1CC1)C1CCN(C2CCN(C(=O)/C=C/c3cccs3)CC2)CC1
-5	-3	1	-8	1.3	-12	-1	-3	16	-4	1	CCOC(=O)C(NC(=O)CC)(Nc1sc2c(c1C(=O)OC)CCN(C)C2)C(F)(F)F (configuration not stated)
-11	-7	0	24	-1.7	6	-8	11	10	3	-1	CN(c1ccc(OCC(=O)NCc2cccnc2)cc1)S(=O)(=O)c1ccc(Cl)cc1
-8	-6	24	3	2.0	5	2	-7	15	-4	15	O=C(NCCN1CCOCC1)c1cc(-c2ccc(Br)cc2)on1

Next results follow:
TLR9-MyD88 block	NOD2-RIPK2 inh	MC4R antagonist	NCOA2 inhibitor	MC4R barr agon	NR5A2 inv ag	LMP1 NFkB inh	SRC1 inh	NCOA3 inh	ABHD5 PLIN5 PPI	COUP-TFII inh	mol
4	-3	3	29	-1.9	20	-5	1	2	4	-6	O=C(c1ccc(F)cc1)N1CCN(C2CCC(c3ccccc3)CC2)CC1 (configuration not stated)
5	4	-10	-17	-1.6	14	1	6	17	1	-11	O=C(CSc1ccccc1)NN1C(=O)c2ccccc2C1=O
4	17	-2	5	0.2	-31	-6	1	4	-1	-3	COc1ccc(C2C3=C(CC(C)(C)CC3=O)Nc3c2c(=O)[nH]c(=O)n3Cc2ccccc2)cc1 (configuration not stated)
-2	2	-1	-16	-2.5	12	2	-6	9	-14	11	CC1(C)[N+]([O-])=C2C(=[N+]([O-])C1(C)C)c1ccccc1/C2=N\O
4	-9	-4	9	-3.0	-4	-1	-4	-4	-6	7	N#CCN(C(=O)COC(=O)C1CC2CCCC(C1)C2=O)c1ccccc1 (configuration not stated)
-9	4	8	-11	-0.7	15	-4	11	3	4	6	O=C(CCC(=O)N1CCOc2ccccc21)N1CCCCC1
-4	0	16	2	-1.0	-12	2	5	-8	3	-12	COc1cc(C(=O)N2CCC(C(=O)Nc3cccc(C(C)=O)c3)CC2)cc(OC)c1OC
-20	-1	17	3	2.8	-14	-3	-24	16	10	11	CN(C)c1cccc(C(=O)NNC(=O)NC2CCCCC2)c1
-1	2	11	-24	-3.6	-4	-5	-14	-15	-1	6	Cc1ccc(Nc2nnc(SCC(=O)NC(Cc3c[nH]c4ccccc34)C(=O)O)s2)cc1 (configuration not stated)
